RmlCD inh mix: RmlC/RmlD inhibition, mixture screen; inhibition, % at 5.5 µM; AID 1532; RmlC/RmlD coupled enzyme inhibition, 384-well mixture HTS; 110,000 compounds, 0.39% hits; in the data active = inhibition above about 30%, passing the limit was not always enough; also: strong numbers were not always called active
RT RNaseH block: blocks HIV-1 RNase H cleavage of RNA/DNA duplex | P04585 | RT-RNase H RNA/DNA duplex cleavage, fluorescence | inhibition, % at 10 µM | 65,000 compounds, 1.9% hits; in the data active = inhibition above about 50%
Starred values were filed as active, the others as inactive; / = no result given. A portion of the library; the hit share may differ from the screen's.

structure	RmlCD inh mix	RT RNaseH block
CCn1c(SCC(=O)OCc2ccccc2)nc2c1c(=O)n(C)c(=O)n2C	10	0
COc1ccccc1CNC(=O)CCS(=O)(=O)c1cccs1	8	-7
O=C(c1ccc(S(=O)(=O)N2CCOCC2)cc1)N1CCN=C1SCc1cccnc1	3	-16
Cc1ccc(-n2c(SCC(N)=O)nnc2-c2ccc(S(=O)(=O)N3CCCCC3)cc2)c(C)c1	-8	/
O=C(CN1CCC(NC(=O)c2ccc(F)cc2)CC1)NCc1ccccc1F	0	-2
O=C(CSc1ccc(Cl)cc1)Nc1ccccc1N1CCN(C(=O)c2ccccc2)CC1	-14	/
Cc1cc(C)c(C(=O)CC2(O)C(=O)Nc3ccccc32)cc1C (stereo not given)	12	-20
C/C(Nc1ccc(C)cc1)=C(/C#N)C(N)=O	9	/
Cc1ccc(C)c(N2CCN(C(=O)c3ccc(CSc4nc5ccncc5[nH]4)cc3)CC2)c1	106	/
CC1CCCCN1C(=O)CSc1nc2ccsc2c(=O)n1Cc1ccccn1 (stereo not given)	-12	-16
O=C(Nc1ccc(Br)c2cccnc12)c1ccc(Cn2cc([N+](=O)[O-])cn2)o1	9	/
CCCc1cc2c(cc1NS(=O)(=O)c1ccc(CCNC(C)=O)cc1)OCO2	5	-37
CC[C@H](C)[C@@H](C(=O)N1CCNCC1)n1cc([C@@H](N)CO)nn1	-31	/
O=C1c2ccccc2C2(c3ccc(Cl)cc3)NCCN12 (stereo not given)	/	-7
Cc1cc(O)c2c(-c3ccccc3)cc(=O)oc2c1	8	-15

A few values from above.
C/C(Nc1ccc(C)cc1)=C(/C#N)C(N)=O | RmlCD inh mix = 9
CC[C@H](C)[C@@H](C(=O)N1CCNCC1)n1cc([C@@H](N)CO)nn1 | RmlCD inh mix = -31
Cc1cc(C)c(C(=O)CC2(O)C(=O)Nc3ccccc32)cc1C (stereo not given) | RmlCD inh mix = 12

Remaining list, next part
structure	RmlCD inh mix	RT RNaseH block
COC(=O)CC1C(=O)NCCN1C(=O)NC1CCCCC1 (stereo not given)	-145	-5
NC1=NC(=O)CC(C(=O)NCCc2ccccc2)S1 (stereo not given)	-5	-4
O=C(CCCn1c(=S)[nH]c2ccccc2c1=O)NC1CCCCC1	20	/
Cc1cc(NCCCN)nc(-c2ccccc2O)n1	-13	-2
CCOC(=O)c1c(NC(=O)CSc2nnc(C)s2)sc2c1CCCCC2	11	/
CC(C)(C)OC(=O)N1Cc2ccccc2C[C@H]1C(=O)O	27	3
COc1cccc(C(=O)Nc2c3c(nn2-c2ccccc2C)CS(=O)C3)c1OC (stereo not given)	/	-17
O=C(c1cccc(S(=O)(=O)N2CCCCC2)c1)N1CCOCC1	76	-2
COc1ccc(N2C3=[N+](CCCC3)CC2(C)O)cc1 (stereo not given)	-7	-9
CCn1c(SCC(=O)N2CCCCC2)nnc1-c1ccc(S(=O)(=O)N2CCN(C)CC2)cc1	11	-4
O=C(O)C1=C[C@@H](c2ccc(F)cc2)C[C@@H](OCCCCO)O1	5	/
COC(=O)C1=C(N)Oc2cc(C)n(Cc3cccnc3)c(=O)c2C1c1cccc(OC)c1OC (stereo not given)	-7	-13
CCOC(=O)C1Cn2c(nc3c(c2=O)C2(CCCC2)Cc2ccccc2-3)S1 (stereo not given)	-14	-12
O=C(NCc1ccccc1)N1CCN(c2ccccc2F)CC1	-5	2
COC(=O)c1cccc2c1-c1ccccc1/C2=N/O	/	-8

structure	RmlCD inh mix	RT RNaseH block
CCN(CCNC(=O)C1CCN(S(=O)(=O)c2cccc3cccnc23)CC1)c1ccccc1	2	-7
N#CCN1C(=S)N=C(Nc2cccc(Cl)c2)C12CCCCC2	-6	/
CC1CCCCN1CCn1c(=S)[nH]c2ncccc2c1=O (stereo not given)	-9	-15
CCC1C(C#N)=C(SC)NC2=C1C(=O)CC(C)(C)C2 (stereo not given)	12	-9
COc1ccc(N(C(=O)COc2ccccc2)C2C=CS(=O)(=O)C2)cc1 (stereo not given)	-15	-8
CCOc1cc2[nH]c(=O)n(CCCCC(=O)NC3CCCCC3)c(=O)c2cc1OCC	/	4
Cc1ccc(C2=N/C(=C\N3CCCCC3)C(=O)O2)cc1	4	/
O=C1C=C(c2cc3ccccc3s2)CCC1	-12	/
CC(=O)NC(C)c1ccc(Cl)c(Cl)c1 (stereo not given)	12	0
COc1ccccc1Nc1nc(NCCCCO)nc(N2CCCC2)n1	-7	/
CC(C(=O)NC1=NCCS1)(C(F)(F)F)C(F)(F)F	5	6
Cc1cccc(C)c1NC(=O)c1sccc1SCC#N	10	/
Cc1c(C(=O)Nc2ccccn2)oc2ccccc12	6	-32
COc1ccccc1CNS(=O)(=O)c1cc(C)ccc1OC	-7	-58
CC(=O)c1cccc(NC(=O)N2CCC(c3nnc(SCC(N)=O)n3C)CC2)c1	-18	-3

structure	RmlCD inh mix	RT RNaseH block
N#Cc1nc(-c2ccccc2)oc1N1CCCCC1	-30	-31
COc1cc2ccccc2cc1C(=O)OCC(=O)N1CCOCC1	17	-10
CC1(C)Cc2c(sc3nc(SCC(=O)NCc4ccco4)n(-c4ccccc4)c(=O)c23)CS1	/	13
CC(C)CCNC(=O)c1cc(-c2ccco2)nc2ccccc12	69	/
O=C(Nc1ccc(OC(F)F)c(Cl)c1)c1cccc(OC(F)F)c1	10	/
CC1(C)CC(=O)c2sc(NC(=O)CN3CCCCC3)nc2C1	1	-4
CCCCn1c(=O)[nH]c(=O)c2c1nc(COc1ccc(C#N)cc1)n2CCC	1	-18
N=C1C(c2nc3ccccc3c(=O)[nH]2)=C(O)CN1CCO	3	-5
CCC(c1nnnn1C(C)(C)C)N1CCN(c2cc(Cl)ccc2C)CC1 (stereo not given)	-16	-4
Cc1ccc(S(=O)(=O)N/N=C\c2cc([N+](=O)[O-])ccc2Cl)cc1	5	/
Cn1c(-c2ccccc2Br)n[nH]c1=S	-9	/
O=C(NCc1cccs1)C1CCC(CNS(=O)(=O)c2ccc(Br)s2)CC1 (stereo not given)	11	-5
COc1ccccc1C(=O)Nc1ccccc1N1CCN(S(C)(=O)=O)CC1	0	-16
COc1ccc2cc(C)c3nnc(SCC(=O)Nc4nc(-c5ccccc5)cs4)n3c2c1	-16	/
CC1=CCC(C(=O)O)(C(=O)N/N=C/c2cccs2)C(c2ccc(F)cc2)C1 (stereo not given)	-9	/

structure	RmlCD inh mix	RT RNaseH block
CCOC(=O)c1cnc2ccc(OC)cc2c1Nc1ccc2c(c1)OCCO2	-2	/
COc1ccc(C(=O)Cn2nnc(-c3ccccc3NC(=O)C(F)(F)F)n2)cc1	-11	/
CN(C)c1ccc(NC(=O)Nc2ccc3snnc3c2)cc1	1	21
CC(=O)c1cnc(Nc2ccccc2)s1	6	/
O=C1c2ccccc2C(Nc2ccc3c(c2)OCCO3)N1Cc1ccc2c(c1)OCO2 (stereo not given)	-2	-8
CCCC(=O)Nc1cc(-c2nc3ncccc3o2)ccc1C	7	/
C=CCOC(=O)C1=C(C)N(C)C(=O)NC1c1cc2c(cc1Br)OCO2 (stereo not given)	/	-12
CC1CCC(Nc2nnnn2-c2ccccc2)CC1 (stereo not given)	-3	/
Cc1nc2nc(SCC(=O)N3CCOCC3)nn2c(C)c1Cc1c(F)cccc1Cl	-12	-21
O=C(NC12CC3CC(CC(C3)C1)C2)C1CC(=O)N(c2ccccc2)C1 (stereo not given)	-4	/
COc1nc(-c2ccccc2)ccc1-c1noc(-c2cccnc2)n1	-22	19
O=C(Nc1ccccc1C(=O)NCCCn1ccnc1)c1ccccc1	7	1
CCOC(=O)c1c(C)nc(-c2ccccc2)nc1N	-10	-11
COc1ccc(N2CCN(c3oc(-c4ccc(OC)c(OC)c4)nc3C#N)CC2)cc1	8	1
CCCCn1c(O)c(C(C)=Nc2cccc(C(=O)O)c2)c(=O)[nH]c1=O	5	-10

structure	RmlCD inh mix	RT RNaseH block
Cn1cc(S(=O)(=O)Nc2cccc(F)c2)c(=O)n(C)c1=O	4	/
CC(C)NC(=O)CSc1nnc(-c2ccc(S(=O)(=O)N3CCCC3)cc2)n1CC1CCCO1 (stereo not given)	2	-6
CCOc1cc(NC(=O)c2ccco2)c(OCC)cc1NC(=O)Cc1ccc(OC)c(OC)c1	-5	3
COc1ccccc1CNc1ccc(N2CCCCC2)cc1	10	33
CSC1=N/C(=C\c2ccc(F)cc2)C(=O)S1	-13	/
Cc1nn(-c2ccccc2)c(N2CCCC2)c1/C=N/n1cnc2scc(-c3ccccc3)c2c1=O	7	30
Cc1cc(C)c(NC(=O)C2CSCCS2)c(C)c1 (stereo not given)	-8	-2
O=C(CCN1CCc2ccccc21)c1ccc2c(c1)OCCO2	8	-18
COC(=O)c1cc(Nc2cc(C)nc3ncnn23)cc(C(=O)OC)c1	/	-7
COc1ccc(OC)c(-n2cnc3cc(C(=O)NCCCN4CCOCC4)ccc32)c1	-16	-10
COc1ccc(CNC(=O)c2cccs2)cc1	-19	-4
Cc1ccc(O)c(NC(=O)c2cc3nc4c(c(C(F)(F)F)n3n2)CCc2ccccc2-4)c1	8	/
N#Cc1c(C(F)(F)F)cc(-c2ccc(Cl)c(Cl)c2)nc1SCCN1CCOCC1	-13	/
CCOC(=O)c1cc2c(ccn2C)n1Cc1cc(C)ccc1C	14	/
CC1CCC2(CC1)NC(=O)N(CC(=O)c1ccc[nH]1)C2=O (stereo not given)	-11	/

Already shown: two of the compounds above.
structure	RmlCD inh mix	RT RNaseH block
NC1=NC(=O)CC(C(=O)NCCc2ccccc2)S1 (stereo not given)	-5	-4
O=C(CCCn1c(=S)[nH]c2ccccc2c1=O)NC1CCCCC1	20	/

Reformatted with values under each structure: part of the list above.
Below each SMILES – RmlCD inh mix, RT RNaseH block
- Cn1cc(S(=O)(=O)Nc2cccc(F)c2)c(=O)n(C)c1=O
  4, /
- CC(C)NC(=O)CSc1nnc(-c2ccc(S(=O)(=O)N3CCCC3)cc2)n1CC1CCCO1 (stereo not given)
  2, -6
- CCOc1cc(NC(=O)c2ccco2)c(OCC)cc1NC(=O)Cc1ccc(OC)c(OC)c1
  -5, 3
- COc1ccccc1CNc1ccc(N2CCCCC2)cc1
  10, 33
- CSC1=N/C(=C\c2ccc(F)cc2)C(=O)S1
  -13, /
- Cc1nn(-c2ccccc2)c(N2CCCC2)c1/C=N/n1cnc2scc(-c3ccccc3)c2c1=O
  7, 30
- Cc1cc(C)c(NC(=O)C2CSCCS2)c(C)c1 (stereo not given)
  -8, -2

Continuation:
structure	RmlCD inh mix	RT RNaseH block
CCCN1C(=O)/C(=C/c2c(NCCCOC(C)C)nc3c(C)cccn3c2=O)SC1=S	15	/
CCC(C)c1ccc(OCC(=O)Nc2ccc(Cl)cn2)cc1 (stereo not given)	-8	/
Cc1ccc2cc(C)c(SCC#N)nc2c1	-21	-18
CCOc1ccccc1NC(=O)C1=C(C)NC(=O)NC1c1cccc(OC)c1OC (stereo not given)	-9	9
COCCn1c(CN2CCN(C)CC2)nc2c1c(=O)n(C)c(=O)n2C	4	-7
O=C(O)c1ccc(COc2ccc3ccccc3c2/C=C2/NC(=O)N(c3ccccc3)C2=O)cc1	-123	/
COC(=O)C(NC(=O)c1ccco1)(Nc1nc(C2CC2)cs1)C(F)(F)F (stereo not given)	-13	11
O=C(/C(=C/c1ccc(Cl)cc1)c1nc2ccccc2[nH]1)c1ccccc1	-9	/
O=C(COc1ccccc1Cl)Nc1cc(Cl)ccc1Oc1ccccc1	40	/
CCc1ccccc1NC(=O)c1cccc(N2C(=O)C3C4CCC(C4)C3C2=O)c1 (stereo not given)	-5	/
O=C(CNS(=O)(=O)c1cccc2nsnc12)NC1CCCCC1	-200	-10
Cc1cccc(-n2nnc(C(=O)NCc3ccccc3)c2N)c1	-8	-1
CCCCOc1ccc(-c2nnn(CC(=O)NCCc3c[nH]c4ccccc34)n2)cc1	20	/
O=C(c1ccco1)N1CCN(C(=O)c2cccc3c2C(=O)N(Cc2cccnc2)C3)CC1	6	0
Cc1cc2c(c(=O)n1CCN(C)C)C(c1ccc(Br)cc1)C(C#N)=C(N)O2 (stereo not given)	-4	0

structure	RmlCD inh mix	RT RNaseH block
O=C(COc1ccccc1)NC(NC(=S)Nc1ccccc1C(=O)O)C(Cl)(Cl)Cl (stereo not given)	-9	/
CN1CC2(C(=O)c3ccccc3)CN(C)CC(C(=O)c3ccccc3)(C1)C2	-9	-12
O=C(CCCOc1ccccc1)N1CCCc2ccccc21	-9	-98
CCCn1c(CCC(=O)O)ccc1-c1cccs1	-8	-10
O=C(Nc1ccc2c(c1)Cc1ccccc1-2)c1ccc(Br)o1	11	/
Nc1cc(C(=O)O)ccc1N1CCCCCC1	4	-11
O=C(Nc1ccc(-c2csc(Nc3cccc(C(F)(F)F)c3)n2)cc1)c1ccccc1	4	/
CCOC(=O)C1CCN(C(=O)COC(=O)CCOc2ccc(C)cc2)CC1	-13	-14
O=C(c1n[nH]c(=O)c2ccccc12)N1CCN(c2ccc(F)cc2)CC1	/	0
N=c1ncn(CC(O)CO)c2nc(N3CCOCC3)[nH]c12 (stereo not given)	0	/
O=C(CSc1nnc(-c2ccccc2)n1-c1ccccc1)NCc1ccco1	10	-43
OCCn1c(-c2ccc3c(c2)OCO3)csc1=Nc1ccccc1	13	-29
Brc1ccc2nc(CSc3ncn[nH]3)cn2c1	-10	-12
COc1ccc(C2=Nn3c(nnc3C3CCCCC3)SC2)cc1OC	13	/

Entries of single compounds, quoted from the list. Screens in order: RmlCD inh mix | RT RNaseH block
`O=C(c1n[nH]c(=O)c2ccccc12)N1CCN(c2ccc(F)cc2)CC1` in the list: / | 0
`O=C(COc1ccccc1)NC(NC(=S)Nc1ccccc1C(=O)O)C(Cl)(Cl)Cl` (stereo not given) in the list: -9 | /
`O=C(CCCOc1ccccc1)N1CCCc2ccccc21` in the list: -9 | -98
`Brc1ccc2nc(CSc3ncn[nH]3)cn2c1` in the list: -10 | -12
`O=C(Nc1ccc2c(c1)Cc1ccccc1-2)c1ccc(Br)o1` in the list: 11 | /

Screening data as filed in PubChem BioAssay.
